# Source: PubChem (National Center for Advancing Translational Sciences (NCATS))
# Menin MLL FP TR: displaces Texas Red mutant MLL peptide from human menin. O00255. Menin + Texas Red MLL mutant peptide, fluorescence polarization. Potency, µM (highest dose often 61.6 µM), for the others: at the top dose FP activity change, negative = inhibition, hits mostly inhibitors. actives 0.23% (n = 270,000). AID 1768; active = well fitted inhibition curve with a large enough effect in the polarisation, with a control signal flat, not every such curve was filed as active; inconclusive = small, poorly fitted or top-dose-only effect, or effect the other way, or a change in a side signal; inactive = no such curve, though single readings can be large or run the other way; the % refers to the polarisation; also: potency is read from the fitted curve at half-maximal effect; % of control where 0% means no effect; many of its hits are not listed in these tables
# BRCA1 expr up: BRCA1 expression activation | MCF7-BRCA1-FFLuc reporter, luminescence, 48 h; response scale: scaled: vehicle 0%, 10 µM genistein 100% | actives 1.1% (n = 380,000) | Potency, µM (highest dose often 46.1 µM), inactives show at the top dose activation, actives largely listed as activators; also: potency is read from the fitted curve at half-maximal effect; nearly all actives have a fitted effect of over 80% in size; some results filed as inactive show a strong effect at the top dose
#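 Quantitative HTS in MCF7 cells stably reporting BRCA1 expression via firefly luciferase. Compound treatment lasts 48 h at 37 °C in phenol-red free MEM. Activation is expressed relative to genistein at 10 microM and DMSO.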
# p53 reactivator: re-activators of mutant p53. H1299 p53-A138V BP100-luciferase reporter, luminescence, 24 h. Potency, µM (highest dose often 92.2 µM), for inactives: top-dose activity change, positive = activation, hits mostly activators. actives 0.063% (n = 320,000). AID 504706; also: potency is read from the fitted curve at half-maximal effect; % of control where 0% means no effect; nearly all actives have a fitted effect of over 45% in size
#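 H1299 (p53-null), stable ts p53-A138V + BP100-Luc; 1000 cells/well, Opti-MEM/10% FBS; cpd 4 pt, 1:5; 24 h, 37 deg C, 5% CO2; detection reagent 10 min RT; luminescence.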
# PKM2 act: PKM2 (human) enzyme activation; actives 0.34% (n = 260,000); Potency, µM (doses to about 57.5 µM), for inactives: at the top dose activation, hits mostly activators; P14618; purified PKM2, Kinase-Glo ATP luminescence, activation; response scale: 0% is enzyme alone, no compound; AID 1631; also: potency is read from the fitted curve at half-maximal effect; % is scaled to controls: 0 for no effect and ±100 for the full control effect; nearly all actives have a fitted effect of over 55% in size
#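 Purified hPK-M2 (>95%) run at intermediate activity with 0.1 mM ADP and 0.5 mM PEP in 50 mM imidazole pH 7.2, KCl, MgCl2; 1 h room temperature. ATP formed read by Kinase-Glo luminescence; normalized to uninhibited and no-enzyme controls.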
# VP16 counter: inhibits Gal4-VP16 luciferase reporter, ROR gamma counter-screen; Potency, µM (highest dose often 53.6 µM), without a hit: at the top dose activity, negative = inhibition, hits mostly inhibitors; actives 3.5% (n = 310,000); AID 2546; Drosophila S2 Gal4-VP16 UAS-luciferase, luminescence, 20 h;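 also: Gal4-VP16 expression switched on by copper sulfate through the metallothionein promoter; potency is read from the fitted curve at half-maximal effect; % is scaled to controls: 0 for no effect and ±100 for the full control effect; nearly all actives have a fitted effect of over 50% in size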
# NPC1 prom act: NPC1 promoter activation | Huh7 NPC1 promoter luciferase reporter, 24 h | Potency, µM (highest dose often 9.22 µM), for inactives: top-dose activation, most hits filed as activators | actives 2.4% (n = 320,000);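 also: potency is read from the fitted curve at half-maximal effect; % of control where 0% means no effect; nearly all actives have a fitted effect of over 60% in size; reporter is driven by a mutant NPC1 promoter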
#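 Compounds in DMSO were transferred onto Huh7 NPC1-luciferase reporter cells pre-incubated 2 h; after 24 h at 37 °C, Amplite reagent was dispensed and luminescence recorded 10 min later.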
# Giardia kill: Giardia lamblia killing | Giardia lamblia trophozoite viability | activity change, % at 7.66 µM, hits read low | actives 0.15% (n = 340,000) | AID 540267; in the data active = activity change below about -80%; inconclusive = between about -30% and that limit;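 also: parasites exposed to compound for two days anaerobically before the ATP read; % is scaled to controls: 0 for no effect and ±100 for the full control effect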
#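 Giardia lamblia trophozoites (100 cells/well) were incubated with compounds for 48 h at 37 deg C under anaerobic conditions. Viability was read as ATP content by one-step luminescence after 15-30 min at room temperature.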
# ELG1 genotox: inducers of genotoxicity in HEK293T ELG1-luciferase cells | HEK293T ELG1-luciferase reporter, luminescence, 16 h | Potency, µM (titrated, usually from 46 µM), for the others: at the top dose activity change, positive = activation, usual class: activators | actives 1.3% (n = 330,000); also: potency is read from the fitted curve at half-maximal effect; % of control where 0% means no effect; nearly all actives have a fitted effect of over 60% in size
#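 Genotoxicity was scored as increased ELG1-luciferase reporter signal, measured by ONE-Glo luminescence (30 min, room temperature). Compound or vehicle exposure of the HEK293T reporter cells lasted 16 hr at 37°C.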
# Rab9 prom act: activators of Rab9 promoter; Huh7 Rab9 promoter-luciferase reporter, luminescence, 24 h; Potency, µM (titrated, usually from 9.22 µM), for inactives: at the top dose activation, negative = inhibition, usual class: activators; actives 2.8% (n = 320,000); AID 485297; also: potency is read from the fitted curve at half-maximal effect; % of control where 0% means no effect; nearly all actives have a fitted effect of over 60% in size
#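 Stable Rab9-luc Huh7, 1500 cells/well, 2 h settle; cmpd in DMSO, 24 h, 37 °C/5% CO2; luciferase reagent 10 min RT; luminescence.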
# RORg inh: ROR gamma (mouse) transcription inhibition | Drosophila S2 Gal4-RORgamma UAS-luciferase reporter, 20 h | AID 2551 | actives 5.4% (n = 310,000) | Potency, µM (top dose mostly 53.6 µM), for inactives: at the top dose activity change, negative = inhibition, actives largely listed as inhibitors; also: potency is read from the fitted curve at half-maximal effect; % is scaled to controls: 0 for no effect and ±100 for the full control effect; nearly all actives have a fitted effect of over 60% in size
# Target sequence (P51450 whole entry, looked up, the tested form may be a part): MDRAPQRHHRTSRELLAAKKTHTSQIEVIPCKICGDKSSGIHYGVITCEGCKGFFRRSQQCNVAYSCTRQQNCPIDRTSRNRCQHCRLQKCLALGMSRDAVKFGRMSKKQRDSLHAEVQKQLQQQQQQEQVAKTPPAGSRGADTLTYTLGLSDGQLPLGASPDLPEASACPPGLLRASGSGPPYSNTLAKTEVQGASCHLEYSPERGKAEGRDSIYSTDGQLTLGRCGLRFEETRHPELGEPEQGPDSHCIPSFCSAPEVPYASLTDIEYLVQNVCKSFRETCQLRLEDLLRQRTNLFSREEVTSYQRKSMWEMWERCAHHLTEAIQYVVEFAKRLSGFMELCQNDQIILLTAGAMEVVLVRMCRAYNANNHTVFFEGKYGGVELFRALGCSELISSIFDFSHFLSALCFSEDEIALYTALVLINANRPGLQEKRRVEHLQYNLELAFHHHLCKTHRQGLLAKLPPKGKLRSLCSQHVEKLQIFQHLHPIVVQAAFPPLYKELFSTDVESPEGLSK
#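 Drosophila Schneider cells stably carrying a metallothionein-driven Gal4 DBD–ROR gamma fusion and a UAS-Photinus luciferase reporter were exposed to compound for 1 hr, then induced with copper sulfate (700 uM final) for 20 hr at ambient temperature before luminescence reading.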
# FLuc counter: counter-screen for miR-21 project: firefly luciferase inhibitors or activators; P08659; purified FLuc, Km substrates, luminescence inhibition; AID 588342; Potency, µM (highest dose often 57.5 µM), without a hit: at the top dose activity change, negative = inhibition, usual class: inhibitors; actives 6.9% (n = 360,000);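 also: potency is read from the fitted curve at half-maximal effect; plate controls were vehicle for no effect and reference inhibitor for full effect; nearly all actives have a fitted effect of over 55% in size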
# Target sequence (P08659 whole entry, looked up): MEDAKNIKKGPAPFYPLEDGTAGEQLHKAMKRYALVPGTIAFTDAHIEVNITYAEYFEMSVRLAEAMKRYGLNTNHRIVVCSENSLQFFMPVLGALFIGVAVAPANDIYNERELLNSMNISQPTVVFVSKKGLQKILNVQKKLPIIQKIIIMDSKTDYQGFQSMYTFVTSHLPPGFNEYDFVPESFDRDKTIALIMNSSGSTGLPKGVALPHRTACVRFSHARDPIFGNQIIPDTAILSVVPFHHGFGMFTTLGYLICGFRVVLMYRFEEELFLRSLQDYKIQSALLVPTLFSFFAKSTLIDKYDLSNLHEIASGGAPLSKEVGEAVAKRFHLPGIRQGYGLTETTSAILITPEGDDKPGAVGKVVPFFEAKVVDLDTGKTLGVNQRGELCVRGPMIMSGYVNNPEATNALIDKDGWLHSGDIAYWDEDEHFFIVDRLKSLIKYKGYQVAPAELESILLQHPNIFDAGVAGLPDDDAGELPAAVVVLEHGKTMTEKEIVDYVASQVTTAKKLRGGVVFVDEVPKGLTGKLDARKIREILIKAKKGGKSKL
#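 Purified P. pyralis luciferase, 10 nM final, with Km-level 10 uM D-luciferin and 10 uM ATP in 50 mM Tris acetate pH 7.5, 10 mM Mg acetate, 0.01% Tween-20, 0.05% BSA; 6-point qHTS titration about 60 µM downward; luminescence read.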
# The depositor's hits bear a star; ? = inconclusive; / = no result given; & = joins results of further samples; [ ] = dose if it differs, or a comment. Unless noted, calls follow the shape of the dose curve; as a rule, active = well fitted curve in the direction sought with a large enough effect; inconclusive = small, poorly fitted or top-dose-only effect, or another doubt; inactive = no such curve, though single readings can be large; an effect the other way counts as inactive or inconclusive. This is a subset; the hit share may differ from the screen's.
SMILES,Menin MLL FP TR,BRCA1 expr up,p53 reactivator,PKM2 act,VP16 counter,NPC1 prom act,Giardia kill,ELG1 genotox,Rab9 prom act,RORg inh,FLuc counter
CCOc1ccc(Cl)cc1S(=O)(=O)N1CCC(C(=O)NC2CC2)CC1,1.7%,-18.9%,-0.1%,0.8%,3.2%,-3.6%,11.6,-1.6%,-3.4%,3.0%,1.0%
O=C(CSCc1ccc(Cl)cc1Cl)Nc1c[nH]c(=O)[nH]c1=O,-17.4%,-4.3%,-8.5%,-4.5%,1.7%,-3.1%,10.1,7.2%,2.0%,8.8%,8.3%
COc1ccc(-c2nn(-c3ccccc3)cc2C=O)cc1[N+](=O)[O-],-18.8%,-21.5%,?,-1.0%[11.5 µM],-2.2%,0.5%,-19.0,5.8%,-0.1%,-14.1%,-2.1%
COc1cc(/C=N/NC(=O)NC23CC4CC(CC(C4)C2)C3)ccc1OCC(N)=O,-0.9%,-33.5%,-5.8%,/,-7.1%,-3.1%,-15.0,-2.5%,-6.3%,13.5%,?
COc1ccc(C2C=C(c3ccccc3)Nc3ncnn32)cc1 (configuration not stated),13.6%,-5.9%,-2.5%,-6.5%,3.9%,7.1%,5.2,-5.2%,6.4%,-39.4%,?
CCCCN1C(=O)CC(C(=O)OCC)=C1C,-8.0%,9.3%,-3.7%,-11.8%,2.9%,2.8%,2.8,3.1%,8.3%,-0.9%,-3.1%
Cc1nc2sccn2c(=O)c1S(=O)(=O)Nc1cccc(Cl)c1C,1.8%,8.7%,/,7.08µM*,0.4%,-2.0%,-4.2,2.2%,9.3%,-0.5%,-0.2%&4.2%
COc1ccc(OCc2cc(C(=O)N3C[C@@H](C)O[C@@H](C)C3)no2)c(Cl)c1,/,106.7%,-3.1%,2.3%,27.3%,?,-21.9,?,24.0%,?,?
COC(=O)c1ccc(C23CC4(C2)[C@H](CN(Cc2cccnc2)[C@@H]4c2ccccc2)C3c2ccc(C(F)(F)F)cc2)cc1 (some centres not stated),13.3%,0.0%,-2.6%,-7.0%&10.6%,4.0%&-8.5%,-10.8%,22.1,-2.1%,-8.9%,0.4%&0.7%,-1.1%
CC1C(=O)C(C)(C)C(=O)OC1c1ccccc1 (configuration not stated),/,2.0%,-0.3%,-0.4%,1.0%,1.9%,?,-1.2%,1.0%,16.3%,7.1%
COc1ccc(C(=O)OCC(=O)c2c[nH]c3ccccc23)cc1OC,/,-2.3%,6.3%,/,/,20.8%,9.5,0.5%,19.2%,/,-12.6%
COC(=O)Nc1ccc(Cn2cc(C(F)(F)F)ccc2=O)cc1,-10.2%,11.0%,-3.7%,-7.4%,-9.8%,-1.1%,-3.7,-2.2%,-1.3%,-13.0%,-2.7%
Cc1cc(C(=O)O)ccc1-n1c(C)cc(/C=C(/C#N)C(=O)Nc2ccccc2)c1C,?,11.5%,-4.6%,-1.1%,-6.4%,-1.8%,9.5,-3.3%,1.2%,23.3%,?
CCOC(=O)c1sc2nc3n(c(=O)c2c1C)CCC3,-2.7%,59.1%,10.6%,0.0%,4.1%,0.6%,-19.8,10.9%,14.8%,32.0%,?
O=C(O)c1cccc2c1C(=O)N(Cc1ccncc1)C2,-1.1%,7.5%,-16.7%,-5.6%,-4.8%,6.7%,-10.9,0.1%,0.8%,-5.9%[10 µM],1.5%
CCOc1ccc(CCNC(=O)COC(=O)/C=C/c2ccc(C)o2)cc1OCC,/,-8.5%,-10.9%,10.9%,3.6%,-5.3%,20.8,-3.6%,1.8%,11.0%,1.5%
COC(=O)COc1cc(Br)c(/C=C2/SC(=O)N(CC(=O)N3CCCC3)C2=O)cc1OC,-30.0%,0.3%,-5.0%,-5.1%,-1.4%,1.5%,-11.8,0.1%,5.2%,-28.2%,-5.9%
COc1ccccc1C(=O)NCc1n[nH]c(=S)n1Cc1ccccc1,-6.6%,-8.5%,-2.2%,-17.0%,1.2%,-3.2%,5.2,0.5%,-0.6%,?,-5.6%
CCOCCCNC(=O)c1ccc(CS(=O)(=O)c2cccc(C(F)(F)F)c2)o1,-10.4%,-10.9%,-3.3%,/,-11.8%,0.4%,3.5,-1.7%,-3.4%,14.6%,1.3%
Cc1nc(Cl)c(C(=O)NCc2ccccc2)c(C)c1Cl,-2.3%,-11.5%,-1.4%,-0.7%,-1.8%,-2.5%,4.8,-3.5%,0.5%,23.9%,-0.7%
Cc1cc(Cl)ccc1NC(=O)CN(C)C1=NS(=O)(=O)c2ccccc21,/,-9.6%,-1.4%,/,/,-5.4%,-10.0,1.1%,-0.8%,/,/
COC(=O)C1=C(C)N(Cc2ccccc2)C(=S)N[C@H]1c1ccccc1,25.4%&22.7%,-9.9%,4.1%,?,15.8µM*,-2.2%&0.2%,-9.2,-0.5%,2.8%&-1.2%,3.16µM*,2.0%&-0.1%
COc1ccc(-c2cc(C(=O)OCC(=O)NC3CC3)c3ccccc3n2)cc1,/,29.1%,4.7%,/,/,14.3%,12.5,3.2%,22.9%,/,3.79µM*
O=C(Nc1ccc(Cl)cc1C(=O)N1CCOCC1)c1ccco1,5.0%,8.1%,4.5%,-0.6%,-15.0%,-2.0%,-7.3,-0.4%,0.1%,-10.7%,-1.8%

# A second format for part of the listing above.
# Every second line gives: Menin MLL FP TR	BRCA1 expr up	p53 reactivator	PKM2 act	VP16 counter	NPC1 prom act	Giardia kill	ELG1 genotox	Rab9 prom act	RORg inh	FLuc counter
> CCOc1ccc(CCNC(=O)COC(=O)/C=C/c2ccc(C)o2)cc1OCC
 : /	-8.5%	-10.9%	10.9%	3.6%	-5.3%	20.8	-3.6%	1.8%	11.0%	1.5%
> COC(=O)COc1cc(Br)c(/C=C2/SC(=O)N(CC(=O)N3CCCC3)C2=O)cc1OC
 : -30.0%	0.3%	-5.0%	-5.1%	-1.4%	1.5%	-11.8	0.1%	5.2%	-28.2%	-5.9%

# Continued.
SMILES,Menin MLL FP TR,BRCA1 expr up,p53 reactivator,PKM2 act,VP16 counter,NPC1 prom act,Giardia kill,ELG1 genotox,Rab9 prom act,RORg inh,FLuc counter
COc1cccc(OCCNC(=O)c2cc(OC)c(OC)c(OC)c2)c1,-5.2%,-34.6%,-3.6%,/,6.6%,3.0%,2.3,0.3%,-10.0%,16.6%,0.2%
Cc1ccc2c(c1)N(C(=O)CCC(=O)NCc1cccc(F)c1)CCO2,-3.9%,-2.0%,5.4%,-2.5%,2.5%,1.1%,-8.8,-5.8%,2.6%,24.0%,1.4%
C/C(=N\NC(=O)c1nnn(-c2nonc2N)c1CSc1ccc(Cl)cc1)c1cccnc1,?,0.0%,-6.7%,/,-1.0%,-2.8%,17.6,-7.8%,-5.0%,16.5%,-0.9%
CN(c1cccc(NC(=O)CN(c2cccc(F)c2)S(C)(=O)=O)c1)S(C)(=O)=O,1.3%,-5.3%,1.6%,-30.0%,-5.9%,-3.3%,-0.8,-0.9%,-3.7%,4.6%,-1.5%
Cc1ccc(S(=O)(=O)N2CCCC(C(=O)NCCc3ccccc3)C2)cc1 (configuration not stated),-15.0%,37.6%,2.3%,/,20.7%,-2.6%,-0.8,-0.8%,2.1%,-16.5%,-2.3%
COc1ccccc1N1CCN(C(=O)CSc2nc3ncnc(N)c3[nH]2)CC1,1.5%,-5.3%,-2.4%,-4.7%,-3.1%,-2.0%,2.8,-5.1%,1.9%,-0.2%,3.2%
CCCOP(=O)(c1ccc(N(C)C)cc1)C(O)c1ccc(Cl)cc1 (configuration not stated),?,-2.8%,-4.8%,/,4.6%,-1.7%,-4.4,-0.1%,1.7%,12.7%,0.4%
S=C(NCCc1ccccc1)Nc1ccccn1,7.2%,10µM*,?,7.0%,3.16µM*,24.8%,0.6,?,?,1.12µM*,?
COc1ccc(C2CC(c3ccc(Cl)cc3)=NN2C(=O)c2cccc([N+](=O)[O-])c2)cc1 (configuration not stated),-0.4%,15.6%,4.3%,0.8%,-2.5%,1.6%,-12.9,0.0%,-0.4%,10.6%,-7.4%
CC(C)C(=O)Nc1ccc2c(c1)Cc1cc(NC(=O)C(C)C)ccc1-2,-17.8%,25.6%,/,1.2%,-0.7%,-2.8%,8.8,1.7%,17.8%,-26.8%[1.91 µM],-3.7%
O=c1nc(-c2ccccc2)c2cc(SC(F)F)ccc2[nH]1,-3.8%,-37.1%,/,-8.2%,-2.1%,0.1%,-3.8,-0.8%,-2.2%,25.7%,3.4%
CCOC(=O)C1(Cc2ccc(OC)cc2)CCN(C(=O)[C@@H]2CCCN2C(C)=O)CC1,/,9.4%,2.1%,-0.7%,23.6%,-5.4%,2.3,1.6%,-2.7%,24.4%,?
